# Mdm2 MdmX PPI = inhibitors of human Mdm2/MdmX interaction; O15151+Q00987; SaOS-2 split-luciferase Mdm2/MdmX complementation, luminescence; inhibition, % at 8 µM; hit rate 3% among 330,000; AID 485346;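 active = inhibition of at least 50% at 8 µM in the primary screen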
# Target sequence (O15151 whole entry, looked up): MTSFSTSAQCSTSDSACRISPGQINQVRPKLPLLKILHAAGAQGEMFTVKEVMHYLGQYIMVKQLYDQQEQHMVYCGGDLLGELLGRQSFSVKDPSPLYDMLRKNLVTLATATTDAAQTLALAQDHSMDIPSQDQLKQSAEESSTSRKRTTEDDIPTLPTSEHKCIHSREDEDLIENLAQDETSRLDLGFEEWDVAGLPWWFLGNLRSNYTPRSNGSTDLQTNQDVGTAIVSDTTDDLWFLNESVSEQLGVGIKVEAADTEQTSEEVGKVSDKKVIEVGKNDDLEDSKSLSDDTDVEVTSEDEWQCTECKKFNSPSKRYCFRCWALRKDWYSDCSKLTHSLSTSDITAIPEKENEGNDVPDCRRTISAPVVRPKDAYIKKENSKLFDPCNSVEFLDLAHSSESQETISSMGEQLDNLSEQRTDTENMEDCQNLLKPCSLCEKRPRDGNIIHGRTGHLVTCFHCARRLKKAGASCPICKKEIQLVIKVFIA
# Target sequence (Q00987 whole entry, looked up): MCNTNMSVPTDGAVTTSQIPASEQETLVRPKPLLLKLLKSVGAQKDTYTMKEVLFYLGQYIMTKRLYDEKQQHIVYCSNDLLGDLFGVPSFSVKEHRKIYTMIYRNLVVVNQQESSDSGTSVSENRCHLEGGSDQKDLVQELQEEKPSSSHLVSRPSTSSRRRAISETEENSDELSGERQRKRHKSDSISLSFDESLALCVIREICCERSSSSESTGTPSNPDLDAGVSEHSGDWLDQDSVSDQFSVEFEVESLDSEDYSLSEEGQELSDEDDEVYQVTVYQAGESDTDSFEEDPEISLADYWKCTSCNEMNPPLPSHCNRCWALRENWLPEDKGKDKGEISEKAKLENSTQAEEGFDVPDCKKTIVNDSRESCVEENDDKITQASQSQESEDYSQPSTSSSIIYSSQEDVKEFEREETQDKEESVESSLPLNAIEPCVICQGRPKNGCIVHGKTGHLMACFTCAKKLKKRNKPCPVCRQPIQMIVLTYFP
# APJ ag = activates the human apelin receptor APJ; P35414; CHO-K1 APJ PathHunter beta-arrestin, luminescence; 0% DMSO wells, 100% apelin; activation, % at 20 µM; hit rate 0.11% among 330,000;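 active = activation more than six SD over the plate average, tested at 20 µM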;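 note: 0% = DMSO alone and 100% = apelin-13 at 10 nM; some results filed as inactive read as strong as hits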
#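 Assay system – PathHunter CHO-K1 APJ (AGTRL-1) beta-arrestin reporter cells · Compound – one dose, 20 µM compound, 1% DMSO · Timing – compound 90 min 25 °C, reagent 1 h · Measured by – luminescence from split beta-galactosidase complementation, Galacton Star/Emerald II substrate · Measure – beta-arrestin recruitment to APJ as agonist activity, luminescent signal · Benchmarks – DMSO vs Apelin-13 10 nM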
# tim23-1 inh = inhibits growth of tim23-1 mutant yeast; hit rate 1.3% among 330,000; inhibition, % at 20 µM; S. cerevisiae tim23-1 growth, BacTiter-Glo luminescence, 24 h;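 active = growth inhibition of the mutant yeast at or above 50%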;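 note: temperature-sensitive mutant grown at 25 °C; plate controls were DMSO-treated mutant yeast for no effect and medium wells lacking yeast for full effect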
# NALP3 yeast inh = inhibitors of NALP3 inflammasome in yeast. Yeast reconstituted NLRP3/ASC/caspase-1, beta-gal luminescence, 24 h. inhibition, % at 10 µM. hit rate 0.39% among 330,000;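 active = inhibition of 50% or more; inactive = inhibition below 50%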;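 note: plate controls were induced DMSO wells for no effect and uninduced yeast grown without galactose for full effect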
# CHOP UPR activ = apoptotic UPR (CHOP) activation; activation, % at 10 µM; hit rate 0.34% among 330,000; CHO-CHOP luciferase reporter, luminescence; percent of tunicamycin response over DMSO baseline; AID 449763;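 active = at 10 µM dose, activation of 40% or more, normalized to positive control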;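 note: 100% = tunicamycin at 10 µg/mL and 0% = DMSO alone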
#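 assay system = CHO CHOP reporter cells | amount = 500 CHO-CHOP cells per well | buffer or medium = F12 with 10% FBS | incubation = 16-18 h cell attachment, then 6 h compound exposure, 37 °C | detection = luminescence read with Steady-Glo | read-out = percent activation relative to tunicamycin control | controls = tunicamycin high control, DMSO low control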
# UPR XBP1 act = adaptive UPR (XBP1) activation; AID 463104; activation, % at 20 µM; hit rate 0.33% among 330,000; CHO-XBP1 luciferase reporter, IRE1-XBP1 UPR activation, luminescence; percent of tunicamycin response, DMSO as zero;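 active = versus positive control, 20 µM dose yields 30% or more activation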;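 note: 100% = tunicamycin at 10 µg/mL and 0% = DMSO only wells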
#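 Material: IRE1-XBP1 luciferase reporter CHO line / Quantity: one thousand reporter cells per well / Buffer or medium: F12 with 10% serum / Compound: 20 µM single concentration, DMSO 1% / Times: 6 h treatment, 37 °C / Detection: Steady-Glo luciferase glow luminescence, 10 min after reagent addition / Benchmarks: tunicamycin high, DMSO low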
# GRIN3A LBD mod = modulates the human NR3A ligand-binding domain | NR3A LBD differential scanning fluorimetry, Tm shift; 0% = protein alone, 100% = glycine-bound protein | Tm shift relative to glycine control, % at 25 µM | hit rate 2.5% among 340,000;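 active = melting temperature shift of at least 10% of the positive control shift, at one fixed dose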
# tim10-1 inh = inhibits growth of tim10-1 mutant yeast; S. cerevisiae tim10-1 ts strain growth, BacTiter-Glo, 24 h; inhibition, % at 20 µM; hit rate 2.2% among 330,000;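 active = inhibition of at least 40%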;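 note: mutant grown at 25 °C; 0% = DMSO wells with yeast and 100% = wells holding no yeast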
# TIM10 inh = inhibits growth of TIM10 yeast strain; S. cerevisiae TIM10 strain growth, BacTiter-Glo luminescence, 24 h; inhibition, % at 10 µM; hit rate 1.4% among 330,000;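 active = inhibition of 40% or more at the single tested concentration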;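 note: wild-type TIM10 isogenic control strain grown at permissive 25 °C; 0% = DMSO yeast wells and 100% = minimal medium wells without yeast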
# Active calls of the source: *.
entry	structure	Mdm2 MdmX PPI	APJ ag	tim23-1 inh	NALP3 yeast inh	CHOP UPR activ
1	CC(C)(C)NC(=O)NC(=O)CN1CCN(S(=O)(=O)/C=C/c2ccccc2)CC1	-1	0	15	17	1.6
2	O=C(CCc1ccc(S(=O)(=O)N2CCOCC2)cc1)NN=C1CCCCCCC1	21	-1	1	6	-1.3
3	Cc1ccc(-c2nnc(SCC(=O)NCC3CCCO3)nc2-c2ccc(C)cc2)cc1 (stereo not given)	11	-5	31	13	-0.8
4	CN(C)c1ccc(/C=N/NC(=O)c2nnn(-c3nonc3N)c2COc2ccc(F)cc2)cc1	-10	-2	12	9	-1.8
5	CCN(Cc1cc(=O)oc2cc(C)ccc12)c1ccccc1	23	-5	12	-11	0.1
6	O=C(NC1CCCCC1)C1CCCN(S(=O)(=O)c2cccs2)C1 (stereo not given)	24	0	9	19	0.6
7	N/C(=N\OC(=O)CCC1CCCC1)c1ccccc1	4	-1	46	12	2.3
8	CCOC(=O)CC(NC(=O)c1cccs1)c1ccc(C)cc1 (stereo not given)	0	3	14	27	-1.2
9	CCN(CC(=O)Nc1ccc(NC(C)=O)cc1)C(=O)C1CC(=O)N(Cc2ccc(C)cc2)C1 (stereo not given)	-26	-5	-24	7	0.0
10	COc1ccc(Nc2nc(N3CCCC3)c3ccccc3n2)cc1	48	10	-15	36	7.1
11	CCn1cc(/C=C(\NC(=O)c2ccc(OC)cc2)C(=O)N2CCN(C)CC2)c2ccccc21	12	-1	7	-3	-1.5
12	OCCCNc1ncnc2c1cnn2-c1ccc(Cl)cc1	-67	-3	27	26	-0.5
13	Cc1ccc(C(=O)/C=C/N(C)C)cn1	1	-6	-5	20	-0.3
14	CCc1ccc(OCC(=O)Nc2ncn[nH]2)cc1	-11	-2	13	10	4.3
15	CC1CCN(C(=O)c2ccc(NC(=O)c3ccccc3)cc2)CC1	13	-4	25	21	1.1

entry	UPR XBP1 act	GRIN3A LBD mod	tim10-1 inh	TIM10 inh
1	6	0	11	15
2	-1	-3	6	10
3	2	-1	36	19
4	-2	11*	0	12
5	-4	3	7	13
6	-2	1	9	-6
7	4	0	52*	35
8	-4	-1	20	-25
9	-1	0	-15	-12
10	6	-1	-9	-5
11	-5	0	11	-1
12	-5	0	38	7
13	1	5	-16	-16
14	1	0	4	0
15	-4	1	19	18

# Screen by screen, from the results shown:
# APJ ag, entries 3–14 → -5, -2, -5, 0, -1, 3, -5, 10, -1, -3, -6, -2

# Additional compounds:
entry	structure	Mdm2 MdmX PPI	APJ ag	tim23-1 inh	NALP3 yeast inh	CHOP UPR activ
16	Nc1ccc(C(=O)OCC(=O)NC(=O)c2ccccc2)cc1[N+](=O)[O-]	7	2	-8	23	-0.3
17	O=C(Cc1cccs1)NC(c1ccccc1)c1ccccc1	21	-2	12	-50	0.0
18	CCc1cccc(NC(=O)Cn2c(=O)n(CCC(=O)NCC3CCCO3)c(=O)c3cc(OC)c(OC)cc32)c1 (stereo not given)	39	1	-3	33	1.4
19	Cc1nc(S(=O)(=O)Cc2ccc(Cl)cc2)nc2c1CCC2	-10	-2	24	-7	-1.1
20	Cc1cc2c(=O)n(C)c(SCC(=O)Nc3ccccc3C)nc2s1	6	7	10	26	-0.2
21	CCOc1ccc(CNc2ccc(N3CCOCC3)c(C(=O)O)c2)cc1	12	-2	4	-6	-1.2
22	Cc1cc2nnc(SCC(=O)N3C(C)CCCC3C)n2c(N)n1 (stereo not given)	8	-3	0	8	0.1
23	Cc1nc(N=C(N)N)nc2c(C)cccc12	75*	-3	11	5	-2.1
24	CC(C)(C)Cn1c(=O)[nH]c(=O)c2cc([N+](=O)[O-])cnc21	6	2	4	1	4.5
25	C[C@H](CO)N1C[C@H](C)[C@@H](CN(C)C(=O)NC2CCCCC2)Oc2ccc(NS(=O)(=O)c3cn(C)cn3)cc2C1=O	-7	-1	-4	-1	-0.7
26	O=C(c1ccccc1[N+](=O)[O-])N(CCc1ccccc1)Cc1ccccc1	4	7	35	7	-0.4
27	COCCn1c(SC2CCCCC2=O)nnc1-c1ccncc1 (stereo not given)	11	0	-2	2	-0.5
28	CC(C)[C@H]1C(=O)Nc2ccccc2N1C(=O)N[C@@H](Cc1ccccc1)C(=O)N[C@@H](C(=O)O)c1ccccc1	2	-4	-4	3	-2.5
29	CCn1c(=O)n(CC(=O)NCC2CCCO2)c(=O)c2c3c(sc21)COC(C)(C)C3 (stereo not given)	5	2	12	2	1.4
30	O=C(Nc1ccc2c(c1)OCCO2)c1cnn(-c2ccccc2)n1	-156	-2	32	23	5.9

entry	UPR XBP1 act	GRIN3A LBD mod	tim10-1 inh	TIM10 inh
16	0	-1	-20	-6
17	0	-1	9	12
18	-5	-3	4	1
19	1	-1	17	-1
20	-1	-1	14	3
21	-1	0	7	4
22	-1	0	6	-11
23	-2	-2	0	9
24	-1	-2	14	6
25	-3	-4	-2	0
26	3	-1	14	5
27	-1	1	13	-5
28	-2	-2	-4	-4
29	-2	-1	20	-2
30	3	-20	-31	7

# Structures listed so far printed as active in GRIN3A LBD mod:
no.	SMILES	Mdm2 MdmX PPI	APJ ag	NALP3 yeast inh	UPR XBP1 act	GRIN3A LBD mod	tim10-1 inh	TIM10 inh
4	CN(C)c1ccc(/C=N/NC(=O)c2nnn(-c3nonc3N)c2COc2ccc(F)cc2)cc1	-10	-2	9	-2	11*	0	12

# New compounds follow.
entry	structure	Mdm2 MdmX PPI	APJ ag	tim23-1 inh	NALP3 yeast inh	CHOP UPR activ
31	O=C(Nc1cccn(Cc2c(Cl)cccc2Cl)c1=O)c1c(Cl)cccc1Cl	34	-1	4	-11	-1.4
32	CC(C)c1ccc(C(=O)N(c2ccccn2)C(C)c2ccco2)cc1 (stereo not given)	-19	-1	17	10	5.3
33	COc1ccc(C(=O)C2CCCN(C(=O)CCNC(C)=O)C2)cc1OC (stereo not given)	2	-1	31	11	-0.4
34	O=C(Nc1ccc(-c2nc3ccccc3o2)cc1)c1cccnc1	-179	8	-4	48	5.4
35	O=C1CN(C(=O)C2CCC(=O)N(CCc3ccc(Cl)cc3)C2)CCN1 (stereo not given)	18	-3	-4	5	5.3
36	COc1ccc(CNc2nc3ccccc3n2Cc2ccc(Cl)cc2)cc1OC	-3	-1	10	6	2.9
37	COCC(C)NC(=O)c1ccc2c(c1)S(=O)(=O)c1ccccc1C2=O (stereo not given)	9	9	5	6	-1.1
38	CC(=O)Nc1ccc(SC[C@H](CC(C)C)N2CCN(CC(C)C)CCC2=O)cc1	-1	-1	-4	13	0.8
39	Cc1ccc(Cl)cc1N1CCN(CC(=O)Nc2ccc(CN3CCCCC3)cc2)CC1	69*	-1	-12	32	-2.2
40	CN1CCN(C2=NC(=O)/C(=C/c3cn[nH]c3-c3ccccc3)S2)CC1	24	-5	-33	5	4.2
41	CC(NC(=O)CN1CCN(c2ccc(Cl)cc2)CC1)c1ccccc1 (stereo not given)	23	-5	10	7	-0.4
42	CCn1c(SCC(=O)OC(C)C)nnc1-c1cccc(Cl)c1	15	-4	24	18	0.1
43	Cc1ccc(NC(=O)Nc2cccs2)nc1	-42	18	0	15	1.4
44	CCCCCCNC(=O)CCCCCNS(=O)(=O)c1ccc(OC)cc1	3	1	19	4	1.4
45	O=C1Cc2cc(S(=O)(=O)N3CCNCC3)ccc2N1	17	-2	7	6	-0.6

entry	UPR XBP1 act	GRIN3A LBD mod	tim10-1 inh	TIM10 inh
31	-4	3	-22	-6
32	5	3	32	11
33	-2	-2	-2	5
34	9	25*	-24	26
35	-2	1	-11	2
36	-2	-6	2	19
37	-2	1	5	13
38	1	13*	0	0
39	3	3	-18	-13
40	-2	0	-12	-11
41	-6	-1	2	6
42	2	-3	24	21
43	4	-2	-16	25
44	-1	-3	11	-8
45	-1	1	-9	4

# Three compounds from above, arranged by formula weight, falling:
entry	structure	Mdm2 MdmX PPI	APJ ag	tim23-1 inh	NALP3 yeast inh	CHOP UPR activ
18	CCc1cccc(NC(=O)Cn2c(=O)n(CCC(=O)NCC3CCCO3)c(=O)c3cc(OC)c(OC)cc32)c1 (stereo not given)	39	1	-3	33	1.4
22	Cc1cc2nnc(SCC(=O)N3C(C)CCCC3C)n2c(N)n1 (stereo not given)	8	-3	0	8	0.1
17	O=C(Cc1cccs1)NC(c1ccccc1)c1ccccc1	21	-2	12	-50	0.0

entry	UPR XBP1 act	GRIN3A LBD mod	tim10-1 inh	TIM10 inh
18	-5	-3	4	1
22	-1	0	6	-11
17	0	-1	9	12

# (list continues)
entry	structure	Mdm2 MdmX PPI	APJ ag	tim23-1 inh	NALP3 yeast inh	CHOP UPR activ
46	Cn1c(=O)c(=O)n(C)c2cc(S(=O)(=O)Nc3ccc(OC(F)(F)F)cc3)ccc21	-19	1	3	26	-0.5
47	O=C(CC1CCCC1)NNC(=O)c1ccc(Br)cc1	-3	-4	6	17	2.0
48	O=C(CCCC(=O)n1cnc2ccccc21)n1cnc2ccccc21	8	-5	-3	24	3.4
49	O=C(NCC(c1ccco1)N1CCCCC1)C(c1ccccc1)c1ccccc1 (stereo not given)	-20	-3	30	-1	2.0
50	CCNC(=O)N1C(=O)C2(OCCO2)c2ccccc21	9	-7	6	4	0.6
51	CC(NC(=O)C(=O)N1CCOCC1)C(c1cccs1)N1CCN(c2ccc(F)cc2)CC1 (stereo not given)	9	-1	0	2	-1.4
52	C/C=C/C(=O)OCc1csc(CC(=O)Nc2ccccc2C)n1	9	-1	-5	11	1.9
53	COc1cccc(NC(=O)C2CCCC2)c1	14	-3	17	23	1.0
54	Cc1noc(C)c1C(=O)N1CCCC(Nc2ccc(C(C)C)cc2)C1 (stereo not given)	6	4	12	10	2.3
55	CCCCOc1cccc(C(=O)N(Cc2cccs2)C2CCS(=O)(=O)C2)c1 (stereo not given)	7	6	12	-13	-0.4
56	COCCn1c(SCC(=O)Nc2ccc(C(C)=O)cc2)nnc1-c1ccco1	19	2	3	12	2.1
57	Cc1ccc(/C=C/c2onc(C)c2S(=O)(=O)N2CCC(C(=O)N3CCN(C)CC3)CC2)cc1	42	-5	4	15	1.9

entry	UPR XBP1 act	GRIN3A LBD mod	tim10-1 inh	TIM10 inh
46	1	-43	0	-3
47	0	0	-17	-6
48	4	-3	0	14
49	-1	-4	20	0
50	-1	0	-3	2
51	-4	3	-3	-1
52	-3	-1	0	2
53	0	3	0	14
54	-2	-2	-9	-3
55	-2	7	26	17
56	-1	0	12	3
57	-1	0	14	-13

# By substructure: the compounds so far containing a tert-butyl group.
entry	structure	Mdm2 MdmX PPI	APJ ag	tim23-1 inh	NALP3 yeast inh	CHOP UPR activ
1	CC(C)(C)NC(=O)NC(=O)CN1CCN(S(=O)(=O)/C=C/c2ccccc2)CC1	-1	0	15	17	1.6
24	CC(C)(C)Cn1c(=O)[nH]c(=O)c2cc([N+](=O)[O-])cnc21	6	2	4	1	4.5

entry	UPR XBP1 act	GRIN3A LBD mod	tim10-1 inh	TIM10 inh
1	6	0	11	15
24	-1	-2	14	6

# Source: PubChem BioAssay
